TROY signal inh: inhibitors of TROY-driven NF-kB signaling, primary screen, Q293 LMP1-TROYcd cells, NF-kB luciferase, uHTS | AID 1347056, 2019 | inhibition, % at 10 µM | Q293 LMP1-TROYcd NF-kB luciferase reporter, 4 h | 360,000 compounds, 0.98% hits;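 active means compounds whose plate-normalised and pattern-corrected inhibition of the luciferase reporter signal at the single screening dose is 50% or more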
LRH-1 inv ag: LRH-1 (NR5A2) inverse agonists, primary screen, cell-based, luminescence, HEK293T, StAR-luciferase reporter | Nuclear receptor subfamily 5 group A member 2 (Homo sapiens), O00482 | inhibition, % at 3.6 µM | 360,000 compounds, 0.13% hits | LRH-1 transfected, 24 h;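 active means inhibition above the mean inhibition of all tested compounds plus 3 SD, cut at about 73% in these data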;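 further: 0% = DMSO wells and 100% = reporter-only cells lacking LRH-1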
Target sequence (O00482 whole entry, looked up): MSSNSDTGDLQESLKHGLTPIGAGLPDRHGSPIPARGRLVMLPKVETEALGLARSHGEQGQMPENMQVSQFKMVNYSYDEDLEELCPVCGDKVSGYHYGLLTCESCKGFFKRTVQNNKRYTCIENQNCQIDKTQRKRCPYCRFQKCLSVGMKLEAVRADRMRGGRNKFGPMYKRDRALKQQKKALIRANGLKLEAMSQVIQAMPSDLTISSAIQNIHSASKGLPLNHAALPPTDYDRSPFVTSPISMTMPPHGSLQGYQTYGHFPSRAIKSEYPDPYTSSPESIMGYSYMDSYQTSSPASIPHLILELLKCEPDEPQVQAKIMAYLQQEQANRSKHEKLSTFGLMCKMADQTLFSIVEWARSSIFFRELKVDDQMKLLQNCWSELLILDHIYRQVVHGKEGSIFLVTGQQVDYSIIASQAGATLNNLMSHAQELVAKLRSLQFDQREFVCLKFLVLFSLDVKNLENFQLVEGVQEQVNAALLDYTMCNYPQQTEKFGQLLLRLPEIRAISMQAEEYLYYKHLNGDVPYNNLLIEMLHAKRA
CF NFkB inh: inhibitors of PAF-induced NF-kB signaling, primary screen, cell-based, GFP fluorescence, uHTS. 360,000 compounds, 0.86% hits. inhibition, % at 5 µM. KKLEB NF-kB-GFP reporter, GFP fluorescence overnight;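 active means at least 50% inhibition at 5 µM, scaled per plate between neutral and stimulator controls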;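 further: PAF is a Pseudomonas aeruginosa culture filtrate used as stimulus; plate controls were PAF-stimulated DMSO wells for no effect and unstimulated DMSO wells for full effect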
TWEAK-Fn14 inh: inhibitors of TWEAK-Fn14 signaling, primary screen, luciferase reporter cells, uHTS. TWEAK-stimulated Fn14 reporter cells, luciferase luminescence, 8 h. inhibition, % at 10 µM. 360,000 compounds, 2% hits. AID 1159606, 2016; in the data active means inhibition above about 50%
TRAIL sens C8: viability loss with TRAIL in NB7+C8 cells, primary screen, TRAIL sensitizer project, cell-based, ATPlite luminescence | inhibition (viability loss, TRAIL sensitization), % at 10 µM | 360,000 compounds, 1% hits | AID 624354, 2012;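 active means compounds causing at least 50% loss of cell viability in the single-dose screen, relative to plate controls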
SRC1 inh: SRC1 coactivator transcriptional activity inhibitors, primary screen, cell-based, luminescence; Nuclear receptor coactivator 1 (Homo sapiens), Q15788; HEK293 GAL4-SRC1 luciferase reporter; inhibition, % at 3.6 µM; 360,000 compounds, 0.12% hits; AID 588354, 2011;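 active means inhibition above the campaign mean plus 3 SD, with each screening campaign given its own cutoff, cut at about 60% in these data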;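 further: 0% = DMSO treated cells and 100% = gossypol at 36 µM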
NCOA3 inh: SRC3 coactivator transcriptional activity inhibitors, primary screen, cell-based, luminescence; Nuclear receptor coactivator 3 (Homo sapiens), Q9Y6Q9; HEK293 GAL4-SRC3 luciferase reporter; inhibition, % at 3.6 µM; 360,000 compounds, 0.17% hits; AID 588352, 2011;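 active means inhibition above a per-campaign cutoff, the mean of all compounds plus 3 SD, cut at about 60% in these data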;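 further: 0% = DMSO-treated cells and 100% = gossypol-treated cells at 36 µM; higher means less SRC3-driven luciferase light from the GAL4 reporter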
LMP1 NFkB inh: EBV LMP1-driven NF-kappaB luciferase reporter inhibitors, primary screen, cell-based, luminescence, single point | 350,000 compounds, 0.69% hits | inhibition, % at 12.5 µM | LMP1-induced NF-kappaB luciferase reporter cells | AID 504558, 2011; in the data active means inhibition above about 41%;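 further: 0% = neutral control wells and 100% = reference inhibitor control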
COUP-TFII inh: NR2F2 transcriptional activity inhibitors, primary screen, cell-based, luciferase reporter, HEK293T, luminescence. HEK293T NGFI-A luciferase reporter. inhibition, % at 8.6 µM. 370,000 compounds, 0.7% hits;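 active means inhibition above a per-plate cutoff, mean inhibition of test wells between control levels plus 3 SD, cut at about 38% in these data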;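 further: cells cotransfected with COUP-TFII expression vector driving the NGFI-A reporter; 0% = median of COUP-TF2 test wells and 100% = reporter-only cells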
Target sequence (P24468 whole entry, looked up): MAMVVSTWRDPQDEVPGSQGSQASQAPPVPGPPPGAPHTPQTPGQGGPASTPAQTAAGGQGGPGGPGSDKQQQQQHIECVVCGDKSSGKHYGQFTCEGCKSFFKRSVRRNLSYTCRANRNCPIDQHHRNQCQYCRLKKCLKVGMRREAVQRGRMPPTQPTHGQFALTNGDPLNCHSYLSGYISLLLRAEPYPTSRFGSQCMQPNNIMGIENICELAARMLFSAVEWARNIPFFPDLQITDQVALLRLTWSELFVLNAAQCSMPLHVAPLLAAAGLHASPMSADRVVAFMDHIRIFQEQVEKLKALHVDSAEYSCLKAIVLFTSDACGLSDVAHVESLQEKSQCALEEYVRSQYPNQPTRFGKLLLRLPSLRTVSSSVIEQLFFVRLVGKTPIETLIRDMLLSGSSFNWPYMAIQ
KKLEB cytotox: cytotoxicity in KKLEB CF airway cells, primary screen, cytotoxicity control for CF NF-kB inhibitor project, cell-based, uHTS, fluorescence assay plates. KKLEB CF airway cells viability, ATPlite luminescence, overnight; active compounds read low; cells stimulated with P. aeruginosa culture filtrate. activity change (cytotoxicity), % at 5 µM. 360,000 compounds, 0.36% hits. AID 602141, 2011;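 active means corrected activity change at or below -50% at 5 µM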
Shn3 3UTR inh: reduction of Shn3 3'UTR firefly luciferase signal, primary screen, Schnurri-3 inhibitor project, cell-based, Clone20 osteoblasts, set 2; inhibition, % at 12.5 µM; 360,000 compounds, 0.52% hits; Clone20 osteoblast Shn3 3'UTR firefly luciferase, 24 h;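 active means mean inhibition of at least 75% with every replicate also reaching 75%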;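 further: 0% = median of neutral control wells and 100% = pilot-screen positive control compound; some compounds past the cut are filed as inactive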
Numbers without * were called inactive; . = no result given. Some of the compounds tested; rates above refer to the full screens.

item | SMILES | TROY signal inh | LRH-1 inv ag | CF NFkB inh | TWEAK-Fn14 inh | TRAIL sens C8 | SRC1 inh | NCOA3 inh | LMP1 NFkB inh | COUP-TFII inh | KKLEB cytotox | Shn3 3UTR inh
1 | COc1ccccc1Nc1c([N+](=O)[O-])cncc1[N+](=O)[O-] | 4 | -4 | 0 | 2 | 0 | 3 | -6 | 5 | -4 | 1 | -9
2 | Cc1ccc(/C=C2/NC(=O)N(Cc3ccc(Br)cc3)C2=O)o1 | 8 | 4 | -7 | 7 | 6 | 5 | 14 | -26 | 6 | -4 | 10
3 | O=C(NCC1CCCO1)c1ccc(COc2ccc(Cl)cc2)cc1 (stereo not drawn) | -14 | 12 | -11 | -8 | 0 | -24 | 5 | -7 | -8 | 4 | 3
4 | O=c1c2cc(F)ccc2[nH]c(=S)n1CCCN1CCOCC1 | -19 | -4 | -6 | 7 | 5 | 22 | 9 | -7 | 0 | -3 | -12
5 | CCOC(=O)[C@]12CCC=C1N(Cc1cccc3ccccc13)C(=O)[C@H](CC(=O)N1CCN(C(=O)c3ccco3)CC1)C2 | -12 | -15 | . | 11 | 16 | . | . | . | 20 | . | .
6 | O=C(COC(=O)/C=C/c1cccc(F)c1)Nc1ccc2[nH]c(=O)[nH]c2c1 | -2 | -34 | 38 | 6 | 8 | -14 | -68 | 3 | -5 | -13 | 1
7 | O=C(c1ccccc1)N1CCCC(C(=O)N2CCCCC2)C1 (stereo not drawn) | -24 | 18 | 6 | 0 | -10 | 2 | 13 | -22 | -2 | -4 | -6
8 | S=c1[nH]ncc2ccccc12 | 15 | -22 | -4 | 20 | -10 | -17 | 9 | 3 | 6 | 9 | 19
9 | CCCCOc1ccc(-c2cc(C(=O)NNC(=S)NCC)c3ccccc3n2)cc1 | 18 | -122 | 67* | -13 | 87* | -61 | -60 | -58 | . | -89* | -6
10 | CCOC(=O)Cc1csc(N/N=C\c2ccccc2OC)n1 | -24 | -16 | -2 | -8 | 0 | -10 | -8 | 2 | -29 | 5 | -4
11 | CCCCC[C@H](C)N1C[C@H](COCc2ccccc2)Oc2cc(N3CCC[C@H]3COC)ccc2S1(=O)=O | 4 | -51 | . | 20 | 5 | . | . | . | 2 | . | .
12 | CC(=O)NNC(=O)CSc1nnc(-c2ccccc2)c(-c2ccccc2)n1 | -9 | 7 | -6 | 0 | -2 | 3 | -11 | -6 | -5 | 8 | -11
13 | Cc1ccc(S(=O)(=O)NCCC(=O)N2CCOCC2)cc1C | 16 | -7 | -9 | -3 | 3 | -20 | 9 | -3 | 6 | -4 | -14
14 | CCCOc1ccc(F)cc1-c1cc(C(=O)Nc2cc(OC)ccc2OC)[nH]n1 | -14 | -29 | -20 | -32 | 3 | -19 | -16 | . | -12 | -1 | 7
15 | N#CCc1ccc(NC(=O)c2ccccc2C(=O)Nc2ccc(CC#N)cc2)cc1 | -22 | -6 | -3 | -14 | -4 | 0 | 14 | 1 | -10 | 10 | -23
16 | Cc1onc(-c2c(F)cccc2Cl)c1C(=O)O/N=C(\N)c1ccc([N+](=O)[O-])o1 | -32 | 52 | -16 | 12 | 1 | -10 | 1 | -14 | -6 | -3 | .
17 | COCCNc1nc(C)cc(-c2cc(-c3ccc(Cl)cc3)on2)n1 | -33 | -6 | -6 | -34 | 16 | -11 | -4 | 1 | 0 | 11 | -46
18 | CC(=O)NCCOc1c(C)cc(S(N)(=O)=O)cc1C | 12 | 15 | -2 | 1 | -7 | -2 | 12 | 16 | -5 | 6 | -7
19 | COc1ccc(C(C)=O)cc1CN1C(=O)NC2(CCCC2)C1=O | 2 | 14 | -8 | -9 | 7 | -11 | 16 | 0 | 1 | -6 | 5
20 | O=C(CSc1ccc2nnc(CCNC(=O)c3ccccc3)n2n1)NCc1ccco1 | -13 | 7 | 10 | 21 | 5 | -16 | -12 | -5 | -16 | -8 | -2
21 | Cc1cccc(OCC(=O)NCc2ccncc2)c1C | -4 | 5 | 19 | -2 | -11 | -13 | -18 | -3 | 23 | -8 | 1
22 | COc1ccc(Cn2c(CCC(=O)NCc3ccco3)nc3cccnc32)cc1 | 12 | 12 | 4 | 13 | -14 | -9 | 5 | 0 | 18 | 2 | 6
23 | CCCCCCc1cc2cc(/C(N)=N/NC(=O)c3ccncc3)c(=O)oc2cc1O | 7 | 1 | 22 | 16 | 18 | 10 | -12 | 18 | -11 | -2 | 17
24 | CCN(CC)c1ccc(/C=N/NC(=O)OC(C)(C)C)cc1 | -19 | -62 | -7 | -21 | 5 | -54 | -60 | -34 | -50 | 12 | -84
25 | CC1(C)CC(=O)C(C(C2=C(O)CC(C)(C)CC2=O)c2cccc(O)c2)C(=O)C1 (stereo not drawn) | -6 | 12 | -16 | 3 | -16 | 2 | 10 | -1 | 1 | 0 | -1
26 | O=C(COC(=O)c1ccc(Cl)cc1O)NCCN1C(=O)CSC1=O | -14 | -4 | -5 | -31 | 16 | 10 | 9 | -4 | 3 | 6 | -17
27 | N#CC[C@H](Cc1ccccc1)N1CC[C@@H](NC(=O)OCc2ccccc2)CCC1=O | 5 | 19 | -16 | 8 | 5 | 3 | -3 | 6 | 0 | 8 | 7
28 | COc1cc(C)c(S(=O)(=O)n2c([N+](=O)[O-])cnc2C)cc1C | 18 | 1 | 12 | 6 | -6 | 15 | -10 | -3 | -3 | -3 | 10
29 | CCN(CCNC(=O)C1CCN(c2nnc(-n3cccc3)s2)CC1)c1ccccc1 | 4 | -12 | -20 | -5 | 14 | -13 | -3 | -13 | -9 | 1 | 0
30 | COc1ccccc1N1CCN(C(=O)C2CCN(C(=O)c3ccccc3Cl)CC2)CC1 | 8 | 5 | -7 | -5 | -8 | 10 | 1 | 2 | 6 | 0 | 1

An excerpt from above, limited to TROY signal inh, COUP-TFII inh and SRC1 inh:
nr	SMILES	TROY signal inh	COUP-TFII inh	SRC1 inh
19	COc1ccc(C(C)=O)cc1CN1C(=O)NC2(CCCC2)C1=O	2	1	-11
17	COCCNc1nc(C)cc(-c2cc(-c3ccc(Cl)cc3)on2)n1	-33	0	-11

Next compounds.
item | SMILES | TROY signal inh | LRH-1 inv ag | CF NFkB inh | TWEAK-Fn14 inh | TRAIL sens C8 | SRC1 inh | NCOA3 inh | LMP1 NFkB inh | COUP-TFII inh | KKLEB cytotox | Shn3 3UTR inh
31 | O=S1(=O)c2ccccc2OC(COCc2ccccc2)CN1Cc1ccccc1 (stereo not drawn) | 1 | -8 | -6 | -10 | 3 | -13 | 3 | -4 | 0 | 3 | 4
32 | Cc1ccc(-c2c3c(nc4sc(C(N)=O)c(N)c24)CCC3)cc1 | -6 | -22 | 14 | 30 | -5 | 16 | 7 | -1 | 27 | 1 | 8
33 | COc1ccc(S(=O)(=O)N2CCOCC2)cc1C(C)C | -1 | -10 | 10 | 1 | -32 | 8 | 7 | 7 | 7 | -1 | -3
34 | Oc1ccc(C[C@H]2CN([C@@H](Cc3ccccc3)CN3CCCC3CN3C(=S)NC[C@@H]3Cc3ccccc3)C(=S)N2CC2CCCCC2)cc1 (stereo partly drawn) | 6 | -21 | . | 3 | -8 | . | . | . | 9 | . | .
35 | O=C(O)CCCCCNC(=O)C(=O)C1C(=O)Nc2ccccc21 (stereo not drawn) | 3 | 10 | -14 | -3 | -1 | 7 | 13 | 0 | -6 | 4 | 4
36 | Cc1c(Cl)cccc1NC(=O)NCCCN1CCCC1=O | 6 | -9 | 24 | 3 | 2 | -10 | 15 | 1 | 6 | 3 | -12
37 | CC(=O)Nc1ccc(NC(=O)COC(=O)c2cc([N+](=O)[O-])ccc2N2CCOCC2)cc1 | 7 | -2 | -4 | -10 | 19 | -9 | -1 | 6 | 17 | -22 | -11
38 | CCN(CC(=O)Nc1c(F)cccc1F)C(=O)c1cc(S(=O)(=O)N(C)C)ccc1N1CCCC1 | 6 | 5 | 10 | 9 | 3 | 0 | 2 | 4 | -9 | -5 | 18
39 | Cc1cccc(N2CCN(C(=O)CCN3C(=O)C4C5C=CC(C5)C4C3=O)CC2C)c1 (stereo not drawn) | 11 | -7 | 3 | -4 | -2 | -9 | -5 | -10 | -7 | -28 | 8
40 | Cc1ccc(NC(=O)CCN2CC(C)OC(C)C2)cc1C (stereo not drawn) | 11 | 0 | -8 | 12 | 11 | 1 | -2 | 8 | -8 | 15 | -3
41 | c1ccc(-c2nnc(N3CCCC3)nc2-c2ccccc2)cc1 | 10 | 16 | -1 | 7 | -1 | 23 | 14 | -15 | 18 | 5 | 4
42 | CCOc1ccc(S(=O)(=O)N2CCC(C(=O)NCc3ccccc3CN3CCCC3)CC2)cc1 | -21 | 0 | -18 | 8 | 12 | -11 | -6 | -9 | 12 | -4 | 20
43 | COc1ccc(-c2csc3ncnc(N4CCN(S(=O)(=O)c5ccc(Cl)s5)CC4)c23)cc1 | -11 | -3 | 20 | 10 | 9 | -12 | -13 | 1 | 11 | 2 | 9
44 | CCc1c(C)c(C#N)c2nc3ccccc3n2c1NC | 6 | 18 | 12 | 11 | 18 | -12 | -3 | -3 | -17 | -9 | 4
45 | O=C(N[C@@H](c1ccccc1)[C@@H]1C[C@H]1C(=O)O)OCc1ccccc1 | -13 | -4 | -4 | -12 | -19 | -10 | 10 | -7 | 0 | 14 | -8
46 | Cc1ccc(CN2C(=O)CCC2C(=O)NCCCN2CCCCC2C)cc1 (stereo not drawn) | 15 | -12 | 0 | -4 | -3 | -9 | -23 | -1 | 6 | -11 | -8
47 | CSc1cccc(CNC(=O)C2CCC(=O)N(Cc3cccc(C(F)(F)F)c3)C2)c1 (stereo not drawn) | -57 | -43 | -8 | -31 | -3 | -21 | -40 | -1 | -33 | -5 | -39
48 | Cc1cccc(-n2nnnc2SCC(=O)NCC2CCCO2)c1 (stereo not drawn) | -1 | 0 | 4 | 1 | 17 | -1 | 14 | 1 | -21 | 11 | -11
49 | COc1ccc(N2CC(C(=O)N[C@@H](C)C(=O)NC3CCCC3)CC2=O)cc1 (stereo partly drawn) | -5 | -11 | 1 | 13 | -35 | -13 | 8 | 1 | 10 | -3 | -10
50 | O=C(CCC1CCCN(C(=O)c2cccc(F)c2)C1)N1CCN(c2ccccn2)CC1 (stereo not drawn) | 17 | 9 | -12 | -7 | 7 | 0 | 7 | 2 | 6 | 2 | 7
51 | O=C(NCC1CCCO1)c1ccc(Cl)c(NS(=O)(=O)c2ccc(F)cc2)c1 (stereo not drawn) | -11 | -13 | 3 | -9 | 6 | 4 | -13 | -6 | -20 | 8 | 15
52 | O=C(CCC(=O)N1CCSc2ccccc21)NCc1ccc(Cl)cc1 | 0 | -18 | -9 | 15 | -3 | -3 | -21 | -1 | 0 | -2 | -8

Screens deposited in PubChem BioAssay by several laboratories.
